Source: PubChem BioAssay
NCI-60 one-dose screen, 48 h, at 10 µM unless noted. Numbers give growth in % (100 = growth as untreated, 0 = no growth, -100 = all killed).
SF-539 = SF-539 CNS cancer; hit rate 6.8% among 81,000
A498 = A498 renal cancer cells | hit rate 5.4% among 76,000
SNB-19 = SNB-19 CNS cancer cells. hit rate 2.5% among 81,000. AID 1794751
CAKI-1 = CAKI-1 renal cancer; AID 1794772; hit rate 4.7% among 75,000
ACHN = ACHN renal cancer; hit rate 4.9% among 81,000; AID 1794771
RXF 393 = RXF 393 renal cancer cells; hit rate 6.9% among 77,000; AID 1794773
SF-268 = SF-268 CNS cancer cells; hit rate 3.1% among 82,000
SNB-75 = SNB-75 CNS cancer; hit rate 5% among 79,000; AID 1794750
* = called active by the depositor; & = joins results of further samples. How the source made its calls: active means growth percent below 10; inactive means the rest.

Screening CSc1cc(C)c(O)c(C)c1 returned SF-539 101, A498 104, SNB-19 103, CAKI-1 106, ACHN 105, RXF 393 105, SF-268 103 and SNB-75 81.
`COc1ccc2nc(C)c3c(c2c1[N+](=O)[O-])Oc1ccccc1N3` gave SF-539 103, SNB-19 102, CAKI-1 101, ACHN 109, SF-268 104 and SNB-75 77.
Screening Clc1ccc(OCCOc2ccc(Cl)cc2Cl)c(Cl)c1 returned SF-539 107, A498 93, SNB-19 108, RXF 393 107, SF-268 104 and SNB-75 120.
Screening O=S(=O)(NCCNc1nccc(-c2c(-c3cccc(O)c3)nc3occn23)n1)c1ccc(Cl)cc1 returned SF-539 121, SNB-19 118, CAKI-1 80, ACHN 99, RXF 393 107, SF-268 103 and SNB-75 109.
CN1CCC(CNc2cc(C3(C(=O)Nc4cc(C(=O)Nc5ccc(Cl)c(C(F)(F)F)c5)ccc4F)CC3)ncn2)CC1 was read as SF-539 -57*, A498 96, SNB-19 -34*, ACHN 20, RXF 393 -47*, SF-268 18 and SNB-75 23.
For N#Cc1c(-c2cccs2)cc(-c2cnccn2)nc1SCC(=O)NNC(=S)Nc1ccc(Cl)cc1 the results were SF-539 100, A498 103, SNB-19 96, CAKI-1 94, ACHN 99, RXF 393 144 and SF-268 104.
`O=C(O)c1cccc(CN2CCN(c3cc4c(cc3F)c(=O)c(C(=O)O)cn4C3CC3)CC2)c1O` gave SF-539 101, A498 106, SNB-19 99, CAKI-1 89, ACHN 103, RXF 393 118, SF-268 105 and SNB-75 92.
For Cc1cccc(/C(=C/c2ccc([N+](=O)[O-])cc2)C(=O)O)c1 the results were SF-539 101, A498 90, SNB-19 105, CAKI-1 103, ACHN 99, RXF 393 94, SF-268 106 and SNB-75 90.
`Clc1ccc(C2=NN(c3cc(Cl)cc(Cl)c3)C(c3cccc(Nc4ccnc5cc(Cl)ccc45)c3)C2)cc1` (centres undefined) gave SF-539 98, A498 112, SNB-19 85, ACHN 101, RXF 393 86, SF-268 96 and SNB-75 88.
For COC(=O)[C@]12CCC(C)(C)C[C@H]1C1=CC[C@@H]3[C@@]4(C)C=C(N5CCOCC5)C(=O)C(C)(C)[C@@H]4CC[C@@]3(C)[C@]1(C)CC2 the results were SF-539 111, A498 112, SNB-19 94, CAKI-1 67, ACHN 97, RXF 393 120, SF-268 120 and SNB-75 127.
For COc1cc(NC(=O)NCc2ccco2)ccc1-c1ccc(NC(=O)NCc2ccco2)cc1OC the results were SF-539 -1.9*, A498 66, SNB-19 73, CAKI-1 105, ACHN 60, RXF 393 -11*, SF-268 57 and SNB-75 65.
For O=C1NN(c2ccccc2)C(c2cccnc2)=N/C1=C\c1cccnc1 the results were SF-539 102, A498 52, SNB-19 93, CAKI-1 89, ACHN 95, RXF 393 100, SF-268 89 and SNB-75 80.
Screening CC(=O)O[C@H]1C/C=C\C[C@@H](O)[C@@]2(C)O[C@@H]2CC[C@H](C)C1 returned SF-539 102, A498 109, SNB-19 92, CAKI-1 99, ACHN 105, RXF 393 103, SF-268 97 and SNB-75 87.
For CN(C)CCC(=O)C1CC1 the results were SF-539 107, A498 106, SNB-19 96, CAKI-1 102, ACHN 103, RXF 393 104, SF-268 102 and SNB-75 102.
`C=CN1C(=O)c2ccccc2C1=O` gave SF-539 107, A498 94, SNB-19 106, CAKI-1 96, ACHN 101, RXF 393 113, SF-268 101 and SNB-75 93.
`COc1ccc2c(c1)C(C)Cc1c(ncn3c(-c4ccc(Cl)cc4)nnc13)N2C` (centres undefined) gave SF-539 107, A498 106, SNB-19 107, CAKI-1 95, ACHN 106, RXF 393 116, SF-268 103 and SNB-75 70.
CC1(C)OC(=O)NC1c1ccccc1 (centres undefined) was read as SF-539 100, A498 96, SNB-19 105, CAKI-1 93, ACHN 106, RXF 393 119, SF-268 109 and SNB-75 83.
Nc1cc(Cl)ccc1Nc1ccccc1 was read as SF-539 101, A498 90, SNB-19 108, CAKI-1 77, ACHN 100, RXF 393 117, SF-268 86 and SNB-75 115.
C=CCn1c(-c2ccccn2)n[nH]c1=S was read as SF-539 98&105, A498 108, SNB-19 107&106, CAKI-1 94&106, ACHN 112&100, RXF 393 112&105, SF-268 103&107 and SNB-75 87&90.
Cc1cc(C)n(C(=O)c2sc(=S)n(-c3ccccc3)c2-n2nnc(C#N)c2N)n1 was read as SF-539 100, A498 92, SNB-19 102, CAKI-1 99, ACHN 100, RXF 393 117, SF-268 108 and SNB-75 105.
Screening O=C(O)CCc1ccc(NP(=O)(NCCCl)NCCCl)cc1 returned SF-539 89, SNB-19 101, ACHN 99, RXF 393 117 and SNB-75 90.
`O=C(N/N=C/C(O)C1OC(=O)C(O)C1O)c1ccncc1` (centres undefined) gave SF-539 101, A498 121, SNB-19 110, CAKI-1 102, ACHN 103, RXF 393 106, SF-268 107 and SNB-75 105.
OCC1OC(n2cnc3ncccc32)C(O)C1O (centres undefined) was read as SF-539 112, SNB-19 92, CAKI-1 70, ACHN 100, RXF 393 99, SF-268 98 and SNB-75 90.
`CCN(CC)CCOC(COc1cc(C)cc(C)c1)COc1cc(C)cc(C)c1` gave SF-539 62, A498 28, SNB-19 48, CAKI-1 40, ACHN 46, SF-268 57 and SNB-75 61.
Screening COC(=O)c1ccc2c(c1)[n+](=O)c(C(=O)OC)c(C)n2[O-] returned SF-539 107, A498 107, SNB-19 90, CAKI-1 89, ACHN 93, RXF 393 116, SF-268 107 and SNB-75 82.
Screening CNc1ncnc2c1cnn2-c1ccccc1 returned SF-539 98, A498 96, SNB-19 97, CAKI-1 92, ACHN 104, RXF 393 86, SF-268 99 and SNB-75 79.
For COc1ccc(-c2nc(Nc3nc4ccccc4o3)nc3c2C(=O)CC(C)(C)C3)c(O)c1 the results were SF-539 105, A498 103, SNB-19 101, CAKI-1 95, ACHN 97, RXF 393 101, SF-268 107 and SNB-75 88.
c1ccc2c(c1)NC1(CCCCC1)n1nccc1-2 was read as SF-539 92, A498 100, SNB-19 105, CAKI-1 90, ACHN 91, RXF 393 124, SF-268 104 and SNB-75 90.
`F[Si](Cc1ccccc1)(Cc1ccccc1)Cc1ccccc1` gave SF-539 112, A498 91, SNB-19 97, CAKI-1 63, ACHN 90, RXF 393 95, SF-268 82 and SNB-75 80.
`CCSc1nnc(C2=CC(=O)c3ccccc3C2=O)n1-c1ccc(Cl)cc1` gave SF-539 97, A498 99, SNB-19 81, CAKI-1 106, ACHN 98, SF-268 95 and SNB-75 95.
For Cc1ccc(Cc2cnc(NC(=O)CN3C(=O)S/C(=C\c4cc(Cl)ccc4Cl)C3=O)s2)cc1 the results were SF-539 99, A498 99, SNB-19 98, CAKI-1 94, ACHN 109, RXF 393 125, SF-268 100 and SNB-75 94.
Screening CC1(C)C=Cc2c(ccc3c2[N+]([O-])=C2C(C)(C)[C@H]4C[C@]56CCCN5C(=O)[C@@]4(C[C@@]23O)NC6=O)O1 returned SF-539 96, A498 113, SNB-19 103, CAKI-1 95, ACHN 100, RXF 393 108, SF-268 99 and SNB-75 85.
Screening CCOC(=O)C(Cc1ccccc1)n1c(O)c(/C=N/c2ncn[nH]2)sc1=S (centres undefined) returned SF-539 96, A498 114, SNB-19 106, CAKI-1 80, ACHN 90, RXF 393 100, SF-268 98 and SNB-75 80.
For CC[C@@H](CO)Nc1ccc2ncc(C#Cc3cncc(C(=O)Nc4ccc(CN5CCN(C)CC5)c(C(F)(F)F)c4)c3)n2n1 the results were SF-539 -82*, A498 -99*, SNB-19 -20*, CAKI-1 -83*, ACHN -91*, RXF 393 -96*, SF-268 -60* and SNB-75 -84*.
For C=C(C)C(=O)OCC[N+](CC)(CC)CC the results were SF-539 110, A498 96, SNB-19 100, CAKI-1 112, ACHN 103, RXF 393 99, SF-268 110 and SNB-75 99.
`Cn1cc(-c2nc(-c3c[nH]c4c(Cl)nccc34)cs2)c2cc(F)ccc21` gave SF-539 107, A498 83, SNB-19 98, CAKI-1 99, ACHN 114, RXF 393 106, SF-268 114 and SNB-75 107.
Screening CCOC(=O)CNC(=O)c1ccccc1C(=O)O returned SF-539 116, SNB-19 105, CAKI-1 101, ACHN 111, RXF 393 118, SF-268 106 and SNB-75 85.
O=C(O)CSc1ccc(NCc2oc(CO)cc(=O)c2O)cc1 was read as SF-539 92, A498 106, SNB-19 110, CAKI-1 98, ACHN 97, RXF 393 110, SF-268 107 and SNB-75 87.
Screening OCCN(CCc1ccccc1)CCc1ccccc1 returned SF-539 107, SNB-19 105, ACHN 110, RXF 393 107, SF-268 96 and SNB-75 89.
CCN1C(=O)N(CC)C2C1NN=c1s/c(=C\c3cccc([N+](=O)[O-])c3)c(=O)n12 (centres undefined) was read as SF-539 -4.3*, A498 13, SNB-19 31, CAKI-1 26, ACHN 33, RXF 393 31, SF-268 54 and SNB-75 22.

Reprinted at random: 2 records from the list.
Cc1cc(C)n(C(=O)c2sc(=S)n(-c3ccccc3)c2-n2nnc(C#N)c2N)n1 was read as SF-539 100, A498 92, SNB-19 102, CAKI-1 99, ACHN 100, RXF 393 117, SF-268 108 and SNB-75 105.
Nc1cc(Cl)ccc1Nc1ccccc1 was read as SF-539 101, A498 90, SNB-19 108, CAKI-1 77, ACHN 100, RXF 393 117, SF-268 86 and SNB-75 115.

Next section
For CCC(C)C(C)(C)O (centres undefined) the results were SF-539 123, A498 109, SNB-19 112, CAKI-1 112, ACHN 124, RXF 393 105, SF-268 111 and SNB-75 104.
Screening CCCCCCCCCCCCCCCCCCCC(=O)NCCc1c[nH]c2ccc(OC(=O)NOCCOCCOCCOCCOCCOCCOCCOCCOCCOCCOCCOCCOCCOCCOCCOCCOCCOCCOCCOCCOCCOCCOC)cc12 returned SF-539 -14*, A498 63, SNB-19 22, CAKI-1 7.3*, ACHN 41, RXF 393 12, SF-268 16 and SNB-75 37.
For CC(C)(CO)CN1CCCC1 the results were SF-539 91, A498 89, SNB-19 109, CAKI-1 92, ACHN 99, RXF 393 114, SF-268 106 and SNB-75 91.
Screening CCOC(=O)c1[nH]nc2c1C1(C(=O)N(C)c3ccccc31)C(C#N)=C(N)O2 (centres undefined) returned SF-539 101, A498 99, SNB-19 93, CAKI-1 95, ACHN 100, RXF 393 103, SF-268 98 and SNB-75 89.

Arranged by formula weight (high to low): some entries from above
Screening CCCCCCCCCCCCCCCCCCCC(=O)NCCc1c[nH]c2ccc(OC(=O)NOCCOCCOCCOCCOCCOCCOCCOCCOCCOCCOCCOCCOCCOCCOCCOCCOCCOCCOCCOCCOCCOCCOC)cc12 returned SF-539 -14*, A498 63, SNB-19 22, CAKI-1 7.3*, ACHN 41, RXF 393 12, SF-268 16 and SNB-75 37.
For CC[C@@H](CO)Nc1ccc2ncc(C#Cc3cncc(C(=O)Nc4ccc(CN5CCN(C)CC5)c(C(F)(F)F)c4)c3)n2n1 the results were SF-539 -82*, A498 -99*, SNB-19 -20*, CAKI-1 -83*, ACHN -91*, RXF 393 -96*, SF-268 -60* and SNB-75 -84*.
Screening CC1(C)C=Cc2c(ccc3c2[N+]([O-])=C2C(C)(C)[C@H]4C[C@]56CCCN5C(=O)[C@@]4(C[C@@]23O)NC6=O)O1 returned SF-539 96, A498 113, SNB-19 103, CAKI-1 95, ACHN 100, RXF 393 108, SF-268 99 and SNB-75 85.
Screening CCOC(=O)C(Cc1ccccc1)n1c(O)c(/C=N/c2ncn[nH]2)sc1=S (centres undefined) returned SF-539 96, A498 114, SNB-19 106, CAKI-1 80, ACHN 90, RXF 393 100, SF-268 98 and SNB-75 80.
Screening CCOC(=O)c1[nH]nc2c1C1(C(=O)N(C)c3ccccc31)C(C#N)=C(N)O2 (centres undefined) returned SF-539 101, A498 99, SNB-19 93, CAKI-1 95, ACHN 100, RXF 393 103, SF-268 98 and SNB-75 89.
O=C(O)CSc1ccc(NCc2oc(CO)cc(=O)c2O)cc1 was read as SF-539 92, A498 106, SNB-19 110, CAKI-1 98, ACHN 97, RXF 393 110, SF-268 107 and SNB-75 87.
Screening OCCN(CCc1ccccc1)CCc1ccccc1 returned SF-539 107, SNB-19 105, ACHN 110, RXF 393 107, SF-268 96 and SNB-75 89.
Screening CCOC(=O)CNC(=O)c1ccccc1C(=O)O returned SF-539 116, SNB-19 105, CAKI-1 101, ACHN 111, RXF 393 118, SF-268 106 and SNB-75 85.
For C=C(C)C(=O)OCC[N+](CC)(CC)CC the results were SF-539 110, A498 96, SNB-19 100, CAKI-1 112, ACHN 103, RXF 393 99, SF-268 110 and SNB-75 99.
For CC(C)(CO)CN1CCCC1 the results were SF-539 91, A498 89, SNB-19 109, CAKI-1 92, ACHN 99, RXF 393 114, SF-268 106 and SNB-75 91.
